# Screening results as filed in PubChem.
# H1N1 NS1A inhibition: NS1A inhibition, H1N1 influenza, cell based functional assay (AID 504329) | NS1A functional cell-based assay, percent inhibition; higher % means a stronger effect | one-dose inhibition, % at 12.5 µM; IC50 in µM for titrated hits | 340,000 tested, 0.3% active; in the data active = a potency from the dose series; inconclusive = inhibition above about 27% without an active follow-up result; also: strong numbers were not always called active
# tuberculosis growth: growth inhibition of non-replicating M. tuberculosis (AID 488890) | Mycobacterium tuberculosis non-replicating, growth inhibition; higher % means a stronger effect | inhibition, % at 25 µM, or IC50 in µM where a hit was titrated | 320,000 tested, 0.39% active; in the data active = a potency from the dose series; inconclusive = inhibition mostly from about 82% at the one dose, without a potency; inactive = the rest, 99 in 100 with inhibition below about 76%;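 also: plate controls were DMSO cells for no effect and high antibiotic wells for full effect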
# VEEV TC-83 Vero: inhibitors of VEEV TC-83 cytopathic effect, confirmation, Vero cells (AID 588727); Vero cells, VEEV TC-83 cytopathic effect inhibition; higher % means a stronger effect; inhibition, % at 20 µM, or IC50 in µM where a hit was titrated; 350,000 tested, 0.13% active; in the data active = a potency from the dose series; inconclusive = inhibition mostly from about 14% at the one dose, without a potency; inactive = the rest, 99 in 100 with inhibition below about 12%; also: strong numbers were not always called active
# H37Rv inhibition: M. tuberculosis growth inhibition, HTS (AID 449762) | 330,000 tested, 0.59% active | one-dose inhibition, % at 25 µM; IC50 in µM for titrated hits | M. tuberculosis H37Rv growth inhibition, 7H9 media; higher % means a stronger effect; in the data active = a potency from the dose series; inconclusive = inhibition above about 70% without an active follow-up result;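 also: bacterial growth assessed after seven days of incubation; strong numbers were not always called active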
# PhoP GFP inhibition: PhoP regulon inhibitors, Salmonella typhi PhoP promoter GFP reporter, confirmatory (AID 1850); Salmonella Typhi PhoP-promoter GFP reporter, fluorescence, 4 h; higher % means a stronger effect; inhibition, % at 50 µM, or IC50 in µM where a hit was titrated; 310,000 tested, 0.33% active; in the data active = a potency from the dose series; inconclusive = inhibition mostly from about 25% at the one dose, without a potency; inactive = the rest, 99 in 100 with inhibition below about 19%;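 also: 0% = induced wells with vehicle and 100% = uninduced wells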
# * hit, by the source's call; i = inactive; u = inconclusive; x = no result given. Not a hit list (roughly 1.5% active in at least one column).
SMILES,H1N1 NS1A inhibition,tuberculosis growth,VEEV TC-83 Vero,H37Rv inhibition,PhoP GFP inhibition
COc1ccccc1[C@H]1C(c2cccc(C)c2)=NN(c2ccccc2)[C@@H]1CO,-21%,x,0.6%,x,x
CN(Cc1ccccc1)c1ncnc2ccc(Br)cc12,-10%,u,5.8%,-4%,-9%
CCOC(=O)C(C(C)=O)C(c1ccc(OCCC(C)C)cc1)C(C(C)=O)C(=O)OCC (centres undefined),-6%,6%,1.9%,6%,4%
O=C(COc1ccc(Br)cc1)OCC(=O)N1CCOCC1,-1%,44%,0.6%,0%,x
COc1ccccc1P(=O)(c1ccccc1)c1ccccc1NC(C)=O (centres undefined),-2%,11%,i,5%,-13%
C=CCn1c(SC)nnc1C1COc2ccccc2O1 (centres undefined),-12%,0%,i,0%,-5%
O=C(NC1CCN(C(=S)NCc2ccco2)CC1)c1cccc(F)c1,-3%,16%,0.6%,0%,0%
Cn1nnnc1SCC(=O)NCCCc1ccccc1,21%,2%,0.5%,-1%,0%
N#CC(=C(O)COC(=O)CCCNC(=O)c1ccc(Cl)cc1)c1nc2ccccc2[nH]1,-1%,x,3.5%,x,x
COc1ccc(S(=O)(=O)Nc2ccc(S(=O)(=O)Nc3ccc(F)cc3)cc2)cc1C,2%,6%,1.0%,6%,17%
CC(C)(C)C(=O)/C(=C/c1ccncc1)n1cncn1,8%,u,i,u,-3%
COc1ccc(/C=C/C(=O)N2c3ccccc3Sc3ccc(C(F)(F)F)cc32)cc1,1%,9%,5.6%,2%,7%
O=C(Cc1cccs1)Nc1ccc(S(=O)(=O)Nc2ncccn2)cc1,-15%,30%,0.1%,3%,-8%
O=C(CN1CCN(CC(=O)c2ccc(Cl)cc2)CC1)c1ccc(Cl)cc1,3%,x,1.4%,x,x
O=C(Cc1ccc(-n2c(=O)[nH]c3ccsc3c2=O)cc1)N1CCN(c2ccc(Cl)cc2)CC1,-1%,26%,5.1%,10%,-6%
O=C(Nc1nccs1)C(NS(=O)(=O)c1ccc(Br)s1)c1ccccc1 (centres undefined),1%,52%,7.5%,0%,3%
Nc1ccc(Sc2ccc(N)cc2)cc1,5%,x,5.0%,x,x
CCOCC(=O)Nc1ccc(OCc2ccccc2)cc1,-7%,x,3.6%,1%,9%
CCOc1ccc(S(=O)(=O)N(C)c2ccc(OCC(=O)NCCc3ccc(OC)cc3)cc2)cc1,-9%,-9%,5.0%,7%,-12%
CCn1c(SCC(=O)NC2CC2)nnc1-c1ccccn1,-15%,-6%,5.2%,5%,-2%
CCOc1ccccc1N1CCN(CC(=O)Nc2cc(C)on2)CC1,2%,8%,0.3%,0%,-5%
CCCn1cc(S(=O)(=O)c2ccc(C)cc2)c(=O)c2cc(OCC)ccc21,4%,11%,3.7%,2%,6%
CCc1cc(=O)oc2cc(C)cc(OC(C)C(=O)NCc3cccnc3)c12 (centres undefined),-6%,8%,2.2%,2%,4%
CC(=O)NCCNc1nc2c(-c3cccc(C(F)(F)F)c3)nnn2c2ccccc12,-8%,-4%,2.8%,-3%,0%
CC1=C(C(=O)OC2CCCCC2)C(c2ccccc2F)NC(=O)N1 (centres undefined),-6%,9%,i,5%,-2%
CCN(C(=O)COC(=O)/C(C#N)=C/c1cc(C)n(CCOC)c1C)c1c(N)n(Cc2ccccc2)c(=O)[nH]c1=O,12%,x,1.6%,x,x
COc1ccc(C(=O)NCc2cccnc2)cc1Br,5%,-3%,i,-8%,-3%
O=C(O)c1ccc(NC2(C(=O)O)CCCC2)cc1,9%,x,i,x,x
CC1=CCC(C(=O)O)(C(=O)N/N=C/c2cccs2)C(c2ccc(Cl)cc2)C1 (centres undefined),3%,18%,i,2%,0%
CC(C)(C)C(=O)Nc1ccc(S(=O)(=O)NC2=NCCCCC2)cc1,-8%,-11%,0.5%,4%,x

# Retrieved one by one from the list above:
SMILES,H1N1 NS1A inhibition,tuberculosis growth,VEEV TC-83 Vero,H37Rv inhibition,PhoP GFP inhibition
CC(C)(C)C(=O)Nc1ccc(S(=O)(=O)NC2=NCCCCC2)cc1,-8%,-11%,0.5%,4%,x
CCn1c(SCC(=O)NC2CC2)nnc1-c1ccccn1,-15%,-6%,5.2%,5%,-2%
CC(=O)NCCNc1nc2c(-c3cccc(C(F)(F)F)c3)nnn2c2ccccc12,-8%,-4%,2.8%,-3%,0%
O=C(NC1CCN(C(=S)NCc2ccco2)CC1)c1cccc(F)c1,-3%,16%,0.6%,0%,0%
Cn1nnnc1SCC(=O)NCCCc1ccccc1,21%,2%,0.5%,-1%,0%
CC1=CCC(C(=O)O)(C(=O)N/N=C/c2cccs2)C(c2ccc(Cl)cc2)C1 (centres undefined),3%,18%,i,2%,0%

# Entries shown so far containing four or more nitrogen atoms:
SMILES,H1N1 NS1A inhibition,tuberculosis growth,VEEV TC-83 Vero,H37Rv inhibition,PhoP GFP inhibition
Cn1nnnc1SCC(=O)NCCCc1ccccc1,21%,2%,0.5%,-1%,0%
N#CC(=C(O)COC(=O)CCCNC(=O)c1ccc(Cl)cc1)c1nc2ccccc2[nH]1,-1%,x,3.5%,x,x
CC(C)(C)C(=O)/C(=C/c1ccncc1)n1cncn1,8%,u,i,u,-3%
O=C(Cc1cccs1)Nc1ccc(S(=O)(=O)Nc2ncccn2)cc1,-15%,30%,0.1%,3%,-8%
O=C(Cc1ccc(-n2c(=O)[nH]c3ccsc3c2=O)cc1)N1CCN(c2ccc(Cl)cc2)CC1,-1%,26%,5.1%,10%,-6%
CCn1c(SCC(=O)NC2CC2)nnc1-c1ccccn1,-15%,-6%,5.2%,5%,-2%
CCOc1ccccc1N1CCN(CC(=O)Nc2cc(C)on2)CC1,2%,8%,0.3%,0%,-5%
CC(=O)NCCNc1nc2c(-c3cccc(C(F)(F)F)c3)nnn2c2ccccc12,-8%,-4%,2.8%,-3%,0%
CCN(C(=O)COC(=O)/C(C#N)=C/c1cc(C)n(CCOC)c1C)c1c(N)n(Cc2ccccc2)c(=O)[nH]c1=O,12%,x,1.6%,x,x

# Remaining list, next part:
SMILES,H1N1 NS1A inhibition,tuberculosis growth,VEEV TC-83 Vero,H37Rv inhibition,PhoP GFP inhibition
Cc1nc(SCC(=O)Nc2cc(C)on2)c2c(C)c(C)sc2n1,4%,8%,1.2%,3%,-14%
O=C(/C=C/c1cccc(F)c1)NNC(=O)c1ccncc1,-12%,57%,0.9%,u,-5%
FC(F)(F)c1cccc(NC(=S)Nc2cccc(Cl)c2)c1,5%,u,u,u,-2%
COc1cc2c(cc1OC)CN(CCOc1ccc(Br)cc1)CC2,1%,18%,0.4%,0%,-3%
O=C(Nc1ccc(S(=O)(=O)NC2=NCCCCC2)cc1)c1ccc(=O)[nH]c1,-6%,-2%,i,-5%,2%
CC(C)(C)NC(=S)NNC(=O)c1ccccc1Cl,-2%,65%,0.8%,-5%,-11%
O=C(Cn1nnc(-c2ccccc2F)n1)Nc1ccc(S(=O)(=O)NC2CCCC2)cc1,-7%,24%,0.9%,-7%,-3%
CCn1c(=O)c2sccc2n(CC(=O)NC2CCCC2)c1=O,7%,-6%,0.5%,4%,7%
CC(C)C[C@@H](CO)N1CCN(Cc2ccc(O)cc2)CCC1=O,-3%,-2%,0.5%,1%,-6%
CCN1CCCC1CNC(=O)c1[nH]c2ccc(OC)cc2c1C (centres undefined),-12%,15%,2.5%,16%,-9%
CC12c3ccccc3C(c3ccccc31)C1C(=O)N(c3cccnc3)C(=O)C12 (centres undefined),-8%,5%,i,8%,-1%
O=[N+]([O-])c1ccc(N2CCNCC2)cc1Sc1ccccn1,6%,11%,i,4%,10%
COc1ccc(-c2nc(CNS(=O)(=O)c3cc(OC)ccc3OC)cs2)cc1,-1%,4%,1.5%,-6%,4%
CCCN(CC(=O)Nc1ccccc1C)C(=O)CCN1C(=O)c2cccc([N+](=O)[O-])c2C1=O,-9%,8%,1.6%,-3%,-3%
CN(C)c1ccc(Sc2nnc(NC(=O)Nc3ccc(Cl)cc3Cl)s2)cc1,-7%,1%,i,-2%,-5%
CC(C(=O)Nc1ccc(F)c(F)c1F)N1CCCCCC1 (centres undefined),4%,39%,i,-2%,6%
Cc1ccc(C)c(OCCCCN2CCCCC2)c1,-3%,-9%,0.8%,-4%,0%
Cc1ccc(C)c(S(=O)(=O)Nc2nc3ccc(S(N)(=O)=O)cc3s2)c1,-10%,12%,4.5%,0%,1%
COc1ccc(CCC(=O)N2CCc3ccccc32)cc1,2%,37%,2.2%,4%,1%
COc1ccc([N+](=O)[O-])cc1N(CC(=O)N1CCCC1)S(C)(=O)=O,-2%,-7%,i,-4%,7%
O=C(CN1C(=O)C(=O)N(C2CCCC2)C1=O)Nc1ccc(N2CCOCC2)cc1,2%,16%,0.9%,4%,-15%
CCOC(=O)C(Cc1ccnnc1)=NO,7%,x,i,x,x
O=C(OCC#CCSc1nnc(-c2cccc3ccccc23)o1)c1ccc(Cl)cc1,13%,78%,0.5%,11%,x
CCC(=O)c1ccc(Oc2nc3c(c(=O)n(C)c(=O)n3C)n2CC)cc1,-6%,24%,0.1%,4%,-6%
Cc1cc(C)cc(C(=O)Nc2cc3c4c(c2)CC(=O)N4CCC3)c1,-3%,21%,3.4%,66%,6%
O=C(CCC1COc2ccccc2O1)NCc1ccco1 (centres undefined),2%,26%,1.1%,-3%,-1%
Cc1ccccc1N1C(=O)c2sc3nc4c(c(=O)n3c2C1=O)CCC4,-5%,14%,1.7%,-1%,1%
Cc1ccccc1-n1c(SCC(=O)c2c(N)n(C3CC3)c(=O)[nH]c2=O)nnc1N1CCOCC1,-5%,8%,0.5%,-8%,x
COc1ccc2[nH]cc(C(O)CN3CCN(c4ccccc4F)CC3)c2c1 (centres undefined),-1%,20%,i,0%,-23%
COc1ccc(S(=O)(=O)N2CC3C4C=CC(C4)C3C2)cc1 (centres undefined),-7%,3%,0.5%,8%,-2%
Cc1c(NC(=O)C(C)OC(=O)c2sc3ccccc3c2Cl)c(=O)n(-c2ccccc2)n1C (centres undefined),-11%,-5%,3.8%,-9%,-4%
COc1ccc(S(=O)(=O)N2CCCC(C(=O)NCCC3=CCCCC3)C2)cc1 (centres undefined),-2%,-13%,1.2%,-3%,0%
CCCCn1c(O)c(C(C)=NCCc2ccccc2)c(=O)[nH]c1=O,-15%,25%,9.9%,0%,-29%
CC(C)n1c(NCCO)nc2ccccc21,-3%,0%,1.1%,-6%,16%
CC(C)COc1ccc(C2(C#N)CC[N+](C)(C)CC2)cc1,-1%,18%,0.7%,0%,-15%
CCOc1ccc(NC(=O)CSc2ncn[nH]2)c([N+](=O)[O-])c1,2%,-15%,i,2%,-8%
Cc1ccc(C(=O)c2ccc([N+](=O)[O-])cc2)cc1C,-8%,8%,i,-12%,-9%
Cc1cccc(S(=O)(=O)Nc2ccc(C)c3c2OC(C)(C)C3)c1,-1%,29%,i,-1%,12%
CNCCc1nc(N)n[nH]1,2%,-9%,0.3%,-10%,5%
